# GLP1R inv ag = acts as inverse agonist at human GLP-1 receptor | HEK293 GLP-1R CRE-luciferase, luminescence, 24 h; GLP-1R form is constitutively active | Potency, µM (titrated, usually from 38.3 µM), inactives show top-dose activity change, negative = inhibition, most hits filed as inhibitors | actives 1.6% (n = 410,000) | AID 624417; also: potency is read from the fitted curve at half-maximal effect; % is scaled to controls: 0 for no effect and ±100 for the full control effect; nearly all actives have a fitted effect of over 55% in size
#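 Cells are plated, allowed 12 hours at 37 deg C, then treated with compounds for 24 hr before luciferase detection reagent is added and luminescence is read after 12 min at room temperature. The HEK293 line carries constitutively active GLP-1R with a cAMP-responsive reporter.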
# DRD3 agonist = agonists of human D3 dopamine receptor | P35462 | D3R DiscoveRx beta-arrestin cells, luminescence, 90 min | max activation, % | actives 0.58% (n = 410,000); in the data active = max activation above about 30%; also: 0% is about no effect; mostly tested at two doses, the higher about 12 µM
# Target sequence (P35462 whole entry, looked up): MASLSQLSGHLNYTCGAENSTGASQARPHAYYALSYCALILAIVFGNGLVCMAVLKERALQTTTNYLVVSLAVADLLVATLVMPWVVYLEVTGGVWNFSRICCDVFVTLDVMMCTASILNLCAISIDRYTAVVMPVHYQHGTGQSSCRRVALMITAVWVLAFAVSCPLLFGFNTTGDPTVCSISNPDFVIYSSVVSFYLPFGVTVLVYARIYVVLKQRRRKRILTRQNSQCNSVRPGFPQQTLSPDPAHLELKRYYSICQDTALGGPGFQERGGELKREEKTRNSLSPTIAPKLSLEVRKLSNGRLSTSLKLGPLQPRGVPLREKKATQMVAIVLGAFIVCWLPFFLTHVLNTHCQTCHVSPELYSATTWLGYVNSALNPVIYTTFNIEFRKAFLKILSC
#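 Cells at 1500/well, incubated overnight, then treated with pinned compounds (dopamine as control) for 90 min at 37 degrees C. DiscoveRx reagent added for 30 - 60 minutes at room temperature; luminescence read.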
# aSyn rescue = inhibitors of alpha-synuclein toxicity in yeast; Yeast expressing alpha-synuclein, growth rescue, BacTiter-Glo, 24 h; Potency, µM (top dose mostly 46.1 µM), for inactives: at the top dose growth rescue (activation), usual class: activators; actives 0.14% (n = 370,000); AID 652106; also: potency is read from the fitted curve at half-maximal effect; % of control where 0% means no effect; nearly all actives have a fitted effect of over 65% in size
#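 Readout is rescue of growth in alpha-synuclein-expressing yeast, so inhibitors of toxicity appear as activators. Growth after 24 hr at 30 deg C in galactose medium is quantified by luminescence.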
# GLP1R ag = agonists of human GLP-1 receptor. P43220. Potency, µM (top dose mostly 45.6 µM), for the others: top-dose activation, most hits filed as activators. AID 624172. HEK293 GLP-1R CRE-luciferase, luminescence, 4-6 h; cells express a hypersensitive GLP-1R form. actives 0.007% (n = 380,000); also: potency is read from the fitted curve at half-maximal effect; % of control where 0% means no effect
# PTHR1 agonist = PTHR1 (human) receptor agonism; Q03431; HEK293 GP2 PTHR1 cells, GloSensor cAMP luminescence, 1 h; Potency, µM (doses to about 115 µM), inactives show at the top dose activation, actives largely listed as activators; actives 0.075% (n = 410,000); AID 743266; also: potency is read from the fitted curve at half-maximal effect; nearly all actives have a fitted effect of over 55% in size; some results filed as inactive show a strong effect at the top dose; inactives centre near -15; many of its hits are not listed in these tables
# Target sequence (Q03431 whole entry, looked up): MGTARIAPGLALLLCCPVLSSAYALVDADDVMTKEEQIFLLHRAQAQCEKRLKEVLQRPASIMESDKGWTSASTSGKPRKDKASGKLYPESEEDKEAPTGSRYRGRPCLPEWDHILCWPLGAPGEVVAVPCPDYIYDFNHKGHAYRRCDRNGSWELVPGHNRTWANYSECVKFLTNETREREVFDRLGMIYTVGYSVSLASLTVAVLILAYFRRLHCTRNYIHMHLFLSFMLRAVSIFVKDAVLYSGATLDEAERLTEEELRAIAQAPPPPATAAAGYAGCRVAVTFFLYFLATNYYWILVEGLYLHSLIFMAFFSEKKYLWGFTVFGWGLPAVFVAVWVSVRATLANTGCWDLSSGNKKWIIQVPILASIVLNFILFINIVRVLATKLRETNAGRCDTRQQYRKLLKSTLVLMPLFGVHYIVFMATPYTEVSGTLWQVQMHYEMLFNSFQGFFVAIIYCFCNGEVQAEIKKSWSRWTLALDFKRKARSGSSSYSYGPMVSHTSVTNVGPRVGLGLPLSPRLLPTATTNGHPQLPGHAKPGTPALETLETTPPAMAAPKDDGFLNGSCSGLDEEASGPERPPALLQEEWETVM
#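 HEK-293-derived GP2 cells expressing PTHR1 and a GloSensor cAMP reporter, 3,000/well, plated overnight, given luciferin plus IBMX (each 0.5 mM as added) for 1 h at 37 °C, then compound for 1 h at 37 °C. Luminescence was read after 15 min at room temperature.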
# HEK293 tox = cytotoxic in the GLP-1 receptor inverse agonist counter-screen. Potency, µM (titrated, usually from 38.3 µM), for the others: top-dose activity change, negative = inhibition, most hits filed as inhibitors. actives 0.13% (n = 410,000). AID 624418. HEK293 cAMP-luciferase reporter cells, luminescence, 24 h;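 also: loss of luciferase light is scored as toxicity; potency is read from the fitted curve at half-maximal effect; % is scaled to controls: 0 for no effect and ±100 for the full control effect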
#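 Quantitative HTS format, 1536 wells, 200 cells/uL seeded. Compounds: 23 nL, 24 h, 37 °C. Detection: luciferase reagent, luminescence at 12 min RT; decreased signal taken as cytotoxic.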
# KB-V1 MDR tox = kills drug-selected multidrug resistant KB-V1 cells; KB-V1 MDR cells viability, CellTiter-Glo, 72 h; Potency, µM (doses to about 46.1 µM), for inactives: at the highest dose activity change, negative = cytotoxicity, most hits filed as cytotoxic; actives 3.4% (n = 400,000); also: potency is read from the fitted curve at half-maximal effect; % is scaled to controls: 0 for no effect and ±100 for the full control effect; nearly all actives have a fitted effect of over 60% in size
#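 KB-V1 cells (P-gp-expressing MDR subline of KB-3-1) in phenol-red-free DMEM with 10% FBS were exposed to library compounds over a concentration series for 72 h at 37 degrees C. Viability read by CellTiter-Glo luminescence; concentration-effect curves fitted after normalization.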
# TDP-43 yeast inh = rescues yeast growth from TDP-43 toxicity; TDP-43 expressing yeast growth rescue, BacTiter-Glo, 24 h; Potency, µM (series often up to 46.1 µM), for inactives: at the highest dose growth rescue (activation), hits mostly activators; actives 1.8% (n = 410,000); also: potency is read from the fitted curve at half-maximal effect; % of control where 0% means no effect; nearly all actives have a fitted effect of over 50% in size
#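 In this qHTS, compounds that restore growth of yeast expressing TDP-43 appear as activators. Cells (OD600=0.02, galactose medium, raffinose-pregrown) are incubated with compound 24 hr at 30 deg C and growth is quantified by BacTiter-Glo.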
# DRD3 antagonist = blocks the human D3 dopamine receptor | max response, negative = inhibition, % | P35462 | actives 2.5% (n = 360,000) | D3R cells, DiscoveRx beta-arrestin luminescence, antagonist mode; active compounds read low; in the data active = max response below about -50%; inconclusive = no clear call, values can overlap the other calls; also: % is scaled to controls: 0 for no effect and ±100 for the full control effect; mostly tested at two doses, the higher about 12 µM
#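 Cells plated overnight at 1500 cells/well, then exposed to library compounds with dopamine controls for 90 minutes at 37 degrees C. DiscoveRx reagent added for 30–60 minutes at room temperature; luminescence read, quantitative HTS format.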
# * hit, by the source's call; i = inactive; ? = inconclusive; . = no result given; [ ] = dose if it differs, or a comment. Unless noted, calls follow the shape of the dose curve; as a rule, active = well fitted curve in the direction sought with a large enough effect; inconclusive = small, poorly fitted or top-dose-only effect, or another doubt; inactive = no such curve, though single readings can be large; an effect the other way counts as inactive or inconclusive. The list is partial; count on the stated rates, not on these rows.
SMILES,GLP1R inv ag,DRD3 agonist,aSyn rescue,GLP1R ag,PTHR1 agonist,HEK293 tox,KB-V1 MDR tox,TDP-43 yeast inh,DRD3 antagonist
Cc1ccc(/C=N/NC(=O)c2ccc(OC3CCCC3)cc2)o1,?,5,1%,-1%,-14%,-2%,1%,9%,-5
COC(=O)c1cc(NS(=O)(=O)c2ccc(N3CCC(C)CC3)c([N+](=O)[O-])c2)cc(C(=O)OC)c1,?,-6,-1%,10%,-21%,-1%,-6%,-21%,4
CCOC(=O)c1cc(-c2ccccc2)n(CC(=O)Nc2ccc(OC)cc2OC)c1C,8%,-16,.,.,i,22%,-1%,-14%,.
CSc1ncc(C(=O)N2CCN(c3ccc(F)cc3)CC2)c(C)n1,2%,-1,.,.,-7%,1%,?,14%,.
CCOc1ccc(C(C)C)cc1S(=O)(=O)n1nc(C)cc1C,?,0,1%,1%,-30%[inhibitor],-6%,?,21%,-2
O=[N+]([O-])c1cc(-c2cnc3ccccc3n2)ccc1Oc1ccc(Cl)cc1,?,-17,-3%,-1%,-58%[inhibitor],2%,-16%,11%,?
Cc1ccc(C)c(N2CCN(C(c3ccc(F)cc3)c3nnc(-c4ccccc4)o3)CC2)c1 (stereo not given),?,-6,.,.,-13%,3%,.,19%,.
O=C(Nc1ccc(Cl)cc1)c1ccc2c(c1)N(Cc1ccccc1)C(=O)c1ccccc1S2(=O)=O,?,-25,.,-2%,-15%,2%,3%,4%,.
N#C/C(=C\Nc1ccc2cn[nH]c2c1)c1nc(-c2ccccc2)cs1,-6%[0.307 µM],5,13%,1%,i,-4%[0.307 µM],5%,-1%,10
CC(C)(C)NS(=O)(=O)c1ccc(CCC(=O)Nc2cc(Cl)ccc2Oc2ccccc2)cc1,?,1,11%,-10%,-28%,4%,-8%,11%,1
CCc1ccc(NC(=O)CSc2nnc(CNC(=O)c3c(F)cccc3Cl)o2)cc1,1%,6,-3%,8%,i,3%,19%,5%,-26
O=C(O)CCC1(CCC(=O)O)CCCC(CCC(=O)O)(CCC(=O)O)C1=O,-6%,7,0%,10%,i,0%,17%,-10%,4
COC(=O)c1cc(C)[nH]c2c(C)cc3nc4ccccc4c3c12,?,19,8%,-4%,-8%,201%[activator],?,?,60
Cc1ccc(Cn2cc(CCC(=O)O)c3ccccc32)cc1,-27%,4,?,1%,-1%,-4%,15%,?,-5
CCCCC1=NN2C(=N)CC(=O)N=C2S1,1%,6,-1%,-2%,-11%,8%,9%,9%,-27
CCOC(=O)c1ccc(OCc2c(C)noc2C)cc1,3%,2,3%,3%,i,-14%,-26%,3%,4
CN(C)c1cc[n+](CC(=O)Nc2cc(C(F)(F)F)ccc2Cl)cc1,?,-28,2%,3%,?,-14%,23%,-14%,-59*
COc1ccc(-c2[nH]c(-c3ccc(C)cc3)nc2SCC(=O)NCC2CCCO2)cc1 (stereo not given),?,-14,.,.,i,1%,-20%,0%,.
N#Cc1ccc(NCCc2ccccn2)c([N+](=O)[O-])c1,19%,-5,5%,18%,-19%,-33%,1.8µM*,10%,11
O=C(NCc1ccccc1)c1cnc(Cl)c(Cl)c1,3%,-6,5%,3%,i,6%,18%,6%,-9

# A second format for part of the listing above.
Structure	GLP1R inv ag	DRD3 agonist	aSyn rescue	GLP1R ag	PTHR1 agonist	HEK293 tox	KB-V1 MDR tox	TDP-43 yeast inh	DRD3 antagonist
CC(C)(C)NS(=O)(=O)c1ccc(CCC(=O)Nc2cc(Cl)ccc2Oc2ccccc2)cc1	?	1	11%	-10%	-28%	4%	-8%	11%	1
Cc1ccc(Cn2cc(CCC(=O)O)c3ccccc32)cc1	-27%	4	?	1%	-1%	-4%	15%	?	-5
O=[N+]([O-])c1cc(-c2cnc3ccccc3n2)ccc1Oc1ccc(Cl)cc1	?	-17	-3%	-1%	-58%[inhibitor]	2%	-16%	11%	?

# Other records:
SMILES,GLP1R inv ag,DRD3 agonist,aSyn rescue,GLP1R ag,PTHR1 agonist,HEK293 tox,KB-V1 MDR tox,TDP-43 yeast inh,DRD3 antagonist
CC1(C)Oc2ccc(NC(=O)c3ccco3)cc2O1,0%,2,-25%,-1%,i,-13%,-24%,-11%,-19
Cc1csc(NC(=O)CCSCCc2ccccn2)n1,0%,-4,-6%,-2%,15%,-1%,-12%,-16%,-20
Cc1ccc(S(=O)(=O)NC(=O)c2cccc(Br)c2)cc1,-4%,2,11%,-13%,-25%,6%,.,?,?
COc1ccc(S(=O)(=O)Nc2c(C(=O)O)[nH]c3ccccc23)cc1,7%,-16,-1%,-6%,-15%,-4%,0%,1%,4
CCn1c(SCc2nc3ccccc3s2)nnc1-c1ccccc1,-26%,2,4%,?,-15%[57.5 µM],8%,-9%,25%,11
Fc1ccccc1Cc1noc(CN2CCN(C/C=C/c3ccccc3)CC2)n1,?,-20,-4%,-3%,-15%,-4%,?,2%,?
CCOc1ccc(N2C(=O)CN(CC(=O)OC)C2=S)cc1,1%,3,4%,8%,i,-3%,31%,-13%[9.22 µM],6
CCCCOc1ccc(C(=O)NCC(=O)N2CCN(Cc3ccc4c(c3)OCO4)CC2)cc1,?,-4,10%,-4%,-36%,12%,?,-1%,0
N#C/C(=C/c1ccc(-c2ccccc2[N+](=O)[O-])o1)C(N)=O,12%,1,-1%,-2%,-21%,-1%,-15%,11%,1
CC1CC(=O)Nc2ccccc2N1C(=O)CN1CCN(c2ccccc2)CC1 (stereo not given),17%,-4,-3%,0%,i,-3%,0%,0%,-2
COc1ccc(C2=NOC(C3(S(=O)(=O)c4ccccc4)CC(O)C3)C2)cc1 (stereo not given),27%,4,6%,16%,-81%[inhibitor],7%,-13%,3%,-25
OC(COC(c1ccc(Cl)cc1)c1ccc(Cl)cc1)CN1CCCC1 (stereo not given),-5%,-5,-1%,0%,?,2%,0%,12%,?
COc1ccc(OCC(=O)N(Cc2cccs2)C2CCS(=O)(=O)C2)cc1 (stereo not given),4%,7,2%,9%,i,8%,-15%,13%,13
CCOC(=O)Cn1c(=O)oc2cc(S(=O)(=O)NCc3cccs3)ccc21,-14%,-1,2%,6%,-15%,-3%,?,9%,0
Cc1ccc(NC(=O)CN2C(=O)CCn3nc(-c4cccn4C)cc32)c(Cl)c1,4%,-4,.,.,7%,7%,4%,25%,.
CCN(CC)S(=O)(=O)c1ccc(/C=C/C(=O)Nc2c(C)n(C)n(-c3ccccc3)c2=O)cc1,8%,-4,-2%,5%,15%,27%,-13%,-3%,-6
COC(=O)c1c(N2C(=O)CC(Sc3ccccc3C(=O)O)C2=O)sc2c1CCCC2 (stereo not given),-14%,4,22%,0%,-4%,-1%,0%,25%,4
Cc1nc2c(C)cccn2c1/C(O)=C1\C(=O)C(=O)N(CCN(C)C)C1c1ccco1 (stereo not given),9%,-4,1%,-1%,i,-1%,17%,4%,1
CCOc1ccc(CCN2C(=S)N([C@@H](Cc3ccccc3)CN3CCCC3CN3C(=S)NC[C@@H]3Cc3ccccc3)C[C@@H]2Cc2ccc(O)cc2)cc1 (stereo not given in full),-29%,-8,-27%,-3%,19%,20%,-22%,-23%,-13
Cc1ccc(N2CC(C(=O)Nc3ccc4c(c3)OCO4)CC2=O)cc1C (stereo not given),-14%,-7,-1%,9%,-19%,-5%,-5%,-6%,-15
CN1Cc2ccccc2N(CC(=O)NCc2ccccc2)C1=O,10%,-6,-5%,7%,i,15%,-7%,-13%,-5
Cn1c(SCc2ccc(Cl)cc2Cl)nc(C(F)(F)F)cc1=O,1%,-6,-5%,3%,-15%,1%,-6%,24%,-13
COc1ccc(-n2cc(C(=O)c3ccc4ccccc4c3O)cn2)cc1,2%,-1,-2%,10%,-25%,42%[activator],22%,-10%,-11
CCOc1cc(/C=N/O)cc(Br)c1OC,6%,8,-4%,3%,i,-10%,-13%,11µM*,13
CC[n+]1c(/C=C2/C=C(C)CC(C)(C)C2)sc2ccc(OC)cc21,?,-1,3%,-14%,-17%[57.5 µM],?,-4%,-17%,21
CCOC(=O)c1c(-c2ccc(OC)cc2)csc1/N=C/N(C)C,4%,2,4%,0%,-7%,-6%,23µM*,19%,5
COc1ccc(C(CCN2CCCC(C)C2)c2c(OC)cc(OC)c3c2OC(=O)CC3c2cc(OC)c(OC)c(OC)c2)cc1 (stereo not given),13%,-44,2%,-1%,-2%,6%,48%,6%,?
N#Cc1nc(-c2ccc(OCc3ccccc3)cc2)oc1NCc1ccco1,3%,0,2%,17%,-5%[57.5 µM],1%,-11%,-6%,0
COc1ccc2c(c1)C(=NO)c1cc(OC)ccc1-2,18%,3,-5%,0%,-4%[57.5 µM],12%,-22%,11µM*,3
Cc1cccc(NS(=O)(=O)c2ccc3oc(=O)c4ncn(C)c4c3c2)c1C,19%,42*,.,.,?,?,.,-28%,.
CCn1c(C(O)c2ccc3c(c2)OCO3)nc2ccccc21 (stereo not given),-23%,0,-8%,-2%,-1%,-4%,-5%,-10%,-5
CCCc1nc2ccccc2n1CC(O)COc1ccc(C(=O)OC)cc1 (stereo not given),-3%,4,.,.,-44%,-3%,.,9%,.
CC(O)CC(C(=O)NNc1ccccc1)C(=O)NNc1ccccc1 (stereo not given),?,6,7%,3%,i,0%,-6%,0%,7
COc1ccc(/C(C)=N/NC(=O)CNC(=O)/C=C\c2ccccc2OC)c(OC)c1,-11%,-4,2%,5%,i,-7%,24%,6%,1
CN=Cc1nc(-c2ccccc2)oc1O,-17%,-16,-2%,3%,i,-7%,-1%,-21%,-22
CSC1=NCCN1C(=O)c1ccc(S(=O)(=O)N2CCCCC2)cc1,14%,-8,8%,-6%,-18%,2%,?,-16%,0

# Screening results deposited in PubChem by National Center for Advancing Translational Sciences (NCATS).
